Assay outcomes deposited in PubChem BioAssay by National Center for Advancing Translational Sciences (NCATS).
TbPYK inhibitor – blocks Trypanosoma brucei pyruvate kinase. Q57TT1. Potency, µM (doses to about 76.8 µM), for the others: at the highest dose activity, negative = inhibition, usual class: inhibitors. TbPYK enzyme, Kinase-Glo Plus ATP luminescence, 45 min. 0.12% of 410,000 active. AID 624173; also: potency is read from the fitted curve at half-maximal effect; nearly all actives have a fitted effect of over 50% in size
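Enzyme and substrate buffer are dispensed first and compound is pin-transferred. ADP at 130 uM final then starts the reaction, which runs 45 min at room temperature. Detection reagent is added for 10 min before luminescence is imaged.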
AmpC inh detg – AmpC beta-lactamase inhibition with detergent present; AmpC hydrolysis of nitrocefin, absorbance 480 nm, 0.01% Triton; Potency, µM (titrated, usually from 114 µM), for the others: at the top dose activity change, negative = inhibition, hits mostly inhibitors; 0.041% of 370,000 active; AID 485294;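 also: potency is read from the fitted curve at half-maximal effect; 0% = no-compound wells and -100% = no-enzyme wells; nearly all actives have a fitted effect of over 25% in size; some results filed as inactive show a strong effect at the top dose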
Target sequence (P00811 whole entry, looked up): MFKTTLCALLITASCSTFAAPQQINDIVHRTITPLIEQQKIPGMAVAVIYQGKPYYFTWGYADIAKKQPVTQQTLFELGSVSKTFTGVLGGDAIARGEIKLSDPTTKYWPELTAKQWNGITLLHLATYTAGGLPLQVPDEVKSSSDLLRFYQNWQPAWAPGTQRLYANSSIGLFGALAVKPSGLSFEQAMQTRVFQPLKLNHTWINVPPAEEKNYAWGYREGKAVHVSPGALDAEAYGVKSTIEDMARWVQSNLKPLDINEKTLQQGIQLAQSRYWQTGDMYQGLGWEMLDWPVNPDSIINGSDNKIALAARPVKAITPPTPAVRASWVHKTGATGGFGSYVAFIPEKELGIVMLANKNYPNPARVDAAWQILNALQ
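AmpC (5.3 nM in the dispensed reagent) in 20 mM phosphate pH 7.0 with 0.01% (detergent screen) or 0.0001% Triton X-100 was preincubated with compounds for 15 min at room temperature. Nitrocefin was then added from an 800 uM solution, and hydrolysis was followed at 480 nm.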
Sm TGR block – blocks Schistosoma mansoni thioredoxin glutathione reductase; purified TGR, DTNB reduction, TNB absorbance 405 nm; Potency, µM (titrated, usually from 114 µM), for inactives: at the top dose activity change, negative = inhibition, most hits filed as inhibitors; 3% of 360,000 active; also: potency is read from the fitted curve at half-maximal effect; nearly all actives have a fitted effect of over 60% in size
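First, TGR (20 nM dispensed) and NADPH were mixed with compound. Second, a 15 min room-temperature incubation followed. Third, further NADPH and then DTNB were added to start the reaction. Finally, TNB absorbance was monitored kinetically.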
LmPK inhibitor – blocks Leishmania mexicana pyruvate kinase activity. Q27686. purified LmPK, Kinase-Glo ATP luminescence, 1 h. Potency, µM (top dose mostly 57.5 µM), for the others: top-dose activity change, negative = inhibition, hits mostly inhibitors. 0.37% of 290,000 active. AID 1721; also: potency is read from the fitted curve at half-maximal effect
Target sequence (Q27686 whole entry, looked up): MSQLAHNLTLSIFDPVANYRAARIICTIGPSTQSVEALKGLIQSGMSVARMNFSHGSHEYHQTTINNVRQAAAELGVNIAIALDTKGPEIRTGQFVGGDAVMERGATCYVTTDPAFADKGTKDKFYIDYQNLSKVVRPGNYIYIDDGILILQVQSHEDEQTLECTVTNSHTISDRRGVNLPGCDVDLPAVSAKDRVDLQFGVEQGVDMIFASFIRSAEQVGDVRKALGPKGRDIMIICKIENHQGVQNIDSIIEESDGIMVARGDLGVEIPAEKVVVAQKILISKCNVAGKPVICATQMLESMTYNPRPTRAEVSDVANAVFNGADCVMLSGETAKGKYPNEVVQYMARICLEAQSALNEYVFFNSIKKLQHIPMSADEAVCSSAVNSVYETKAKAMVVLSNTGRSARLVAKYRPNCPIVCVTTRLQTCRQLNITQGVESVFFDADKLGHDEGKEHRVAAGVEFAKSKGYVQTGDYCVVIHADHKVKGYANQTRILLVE
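qHTS format; LmPK 0.1 nM; substrates PEP 0.5 mM and ADP 0.1 mM. One-hour room-temperature incubation, then coupled luciferase luminescence; 0.5 nM enzyme wells mark activation.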
AmpC no deterg – AmpC beta-lactamase inhibition without detergent | AmpC nitrocefin hydrolysis, absorbance 480 nm, 0.0001% Triton | Potency, µM (titrated, usually from 57.1 µM), inactives show at the top dose activity change, negative = inhibition, usual class: inhibitors | 0.52% of 330,000 active | AID 485341;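 also: potency is read from the fitted curve at half-maximal effect; plate controls were no compound for no effect and no enzyme for full effect; nearly all actives have a fitted effect of over 20% in size; some results filed as inactive show a strong effect at the top dose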
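20 mM phosphate pH 7.0 + 0.01% (detergent screen) or 0.0001% Triton X-100; 5.3 nM AmpC reagent; cpd preinc 15 min RT; nitrocefin (800 uM stock) to start; A480 q20 s × 4 min; Activity was normalised to no-enzyme and no-compound control wells.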
HCMV antiviral – human cytomegalovirus inhibition; HFF cells, HCMV-luciferase reporter, 72 h; active compounds read low; activity change, negative = inhibition, % at 57.5 µM; 4.5% of 410,000 active; AID 1259415; in the data active = activity change below about -60%; inconclusive = no clear call, values can overlap the other calls; inactive = above about -39%
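Human foreskin fibroblasts infected with luciferase-reporter HCMV at MOI 1 PFU/cell, compounds at two doses. Luciferase measured 72 h post infection; normalized to buffer-only basal and Salinomycin (10uM) controls.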
AMA1 RON2 block – disrupts binding of P. falciparum AMA1 to RON2 | Potency, µM (highest dose often 58.2 µM), without a hit: at the highest dose activity change, negative = inhibition, actives largely listed as inhibitors | 0.2% of 360,000 active | AlphaScreen AMA1-biotinylated RON2 peptide binding;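 also: potency is read from the fitted curve at half-maximal effect; 0% = vehicle wells and -100% = peptide control; nearly all actives have a fitted effect of over 45% in size; some results filed as inactive show a strong effect at the top dose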
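AMA1 (3D7) with his tag at 25 nM final met compounds first, then biotinylated RON2 peptide at 25 nM; detection used donor plus acceptor beads, 10 µg/mL apiece, read by AlphaScreen after 30 min at room temperature.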
* = called active by the depositor; ? = inconclusive; nt = not tested or not shown; & = joins results of further samples; [ ] = another dose, or the depositor's remark. Unless noted, calls follow the shape of the dose curve; as a rule, active = well fitted curve in the direction sought with a large enough effect; inconclusive = small, poorly fitted or top-dose-only effect, or another doubt; inactive = no such curve, though single readings can be large; an effect the other way counts as inactive or inconclusive. Unless noted, % is scaled to controls: 0 for no effect and ±100 for the full control effect.

SMILES | TbPYK inhibitor | AmpC inh detg | Sm TGR block | LmPK inhibitor | AmpC no deterg | HCMV antiviral | AMA1 RON2 block
Cc1ccc([N+](=O)[O-])cc1/C=N/Nc1nnnn1-c1ccccc1 | 1% | 0% | -21% | 5% | -23% | -7 | 3%
CC(C)NC(=O)COC(=O)/C=C/c1ccc(F)cc1 | -1% | 5% | 4% | -4% | -23% | -13 | 2%
CCCCN1C(=O)C(CC(=O)NCCN2CCOCC2)CC(C(=O)N(C)C)=C1C (centres undefined) | 2% | nt | nt | nt | nt | 7 | 18%
Cc1cc(C)n(C2CC(=O)N(c3ccc(C)c(Cl)c3)C2=O)n1 (centres undefined) | -2% | 3% | -5% | -5% | 10% | -8 | -2%
CC(=O)Nc1nc(N2C(=O)c3ccccc3C2=O)n(-c2ccccc2)n1 | 1% | -3% | 14% | 2% | -24% | 10 | 80%[activator]
Cc1ccc(C(=O)NCCC(=O)Nc2ccccc2C)cc1 | 3% | 3% | 0% | 2% | -7% | -2 | 4%
NS(=O)(=O)c1ccc(NC(=S)N2CCN(S(=O)(=O)c3ccc(F)cc3)CC2)cc1 | nt | -2% | -4% | -4% | -27% | -22 | nt
CC1CNCCN1c1ccc(Cl)cc1 (centres undefined) | -7% | nt | nt | nt | nt | 0 | -7%
Cc1ccc(NC(=O)c2cc(-c3ccc(C)c(C)c3O)n[nH]2)cc1C | -3% | -17% | 11% | 7% | -23% | 7 | 60%[activator]
N#CCC(=O)N/N=C\c1cccc(OC/C=C/c2ccccc2)c1 | -1% | 1% | 0% | -5% | 13µM* | 28 | 0%
O=C(c1ccco1)N1CCN(Cc2cc(=O)c(OCc3cccc(F)c3)co2)CC1 | 5% | -8% | -19% | nt | -10% | -39 | 12%
CC1=CC(C)(C)Nc2ccc(OC(=O)CN3C(=O)CCC3=O)cc21 | 6% | -11% | 0% | -3% | -19% | -94* | -3%
O=C1CN=C(c2ccc(Br)cc2)c2c(sc3c2CCCC3)N1CCN1CCCCC1 | 1% | 7% | 5% | -1% | 80%[activator] | -97* | -4%
O=C(Nc1ccc(NC(=O)c2cccs2)cc1)c1ccc2c(c1)OCCO2 | -3% | 1% | 1% | 0% | -13% | ? | -4%
O=C(NCC1CCCO1)c1ccc(Br)o1 (centres undefined) | -1% | -4% | -1% | 0% | -10%[2.29 µM] | -19 | -5%
Cc1sc2nc(SCC(=O)NCCO)n(-c3ccccc3)c(=O)c2c1C | -4% | 2% | 0% | 12% | -9% | -31 | -4%
COc1ccc(CCC(=O)N2CCc3c([nH]c4ccccc34)C2c2ccc(F)cc2)cc1 (centres undefined) | -1% | 25% | 6% | nt | nt | -80* | nt
COc1ccccc1CCNC(=O)CNC(=O)c1ccc2ccccc2c1 | 0% | -14% | -1% | -3% | 13% | 5 | -9%
Cn1nnnc1SCC(=O)Nc1ccccc1Br | -1% | 1% | -35% | -5% | -10% | 20 | -5%
C=CCn1c(SCC(=O)c2cc(C)n(C(C)COC)c2C)nc2sc(C)c(C)c2c1=O (centres undefined) | 5% | 1% | 3% | 3% | 79%[activator] | -5 | -13%
CC(C)C1=NN2C(=N)CC(=O)N=C2S1 | -4% | -16% | -3% | 3% | -28% | 3 | 113%[activator]
Cc1ccc(-n2c(=O)c3sccc3n(Cc3cc(=O)n4ccccc4n3)c2=O)cc1 | 2%&2% | 19%&5% | 3%&4% | 1% | -6% | -2&-33 | 11%
C[C@H](NC(=O)c1nc[nH]c1C(=O)NC1CCNCC1)C(=O)OC(C)(C)C | 4% | 2% | -1% | nt | -16% | -8 | 54%[activator]
O=C(Nc1ccccc1F)c1ccncc1 | -3% | ? | 3% | 1% | -12% | 7 | -9%
O=C(O)c1ccc(/C=N/NC(=O)c2ccc(Br)cc2)cc1 | -1% | -13% | 7% | -3% | -13% | 7 | 3%[11.6 µM]

4 records picked at random from those above:
SMILES | TbPYK inhibitor | AmpC inh detg | Sm TGR block | LmPK inhibitor | AmpC no deterg | HCMV antiviral | AMA1 RON2 block
O=C(Nc1ccc(NC(=O)c2cccs2)cc1)c1ccc2c(c1)OCCO2 | -3% | 1% | 1% | 0% | -13% | ? | -4%
CC(=O)Nc1nc(N2C(=O)c3ccccc3C2=O)n(-c2ccccc2)n1 | 1% | -3% | 14% | 2% | -24% | 10 | 80%[activator]
Cc1ccc([N+](=O)[O-])cc1/C=N/Nc1nnnn1-c1ccccc1 | 1% | 0% | -21% | 5% | -23% | -7 | 3%
CCCCN1C(=O)C(CC(=O)NCCN2CCOCC2)CC(C(=O)N(C)C)=C1C (centres undefined) | 2% | nt | nt | nt | nt | 7 | 18%

The list goes on:
SMILES | TbPYK inhibitor | AmpC inh detg | Sm TGR block | LmPK inhibitor | AmpC no deterg | HCMV antiviral | AMA1 RON2 block
COCc1nnc(NC(C)=O)s1 | 5% | -5% | -10% | -3% | 0% | -29 | -15%
C(=N\Nc1nc2ccccc2[nH]1)/c1ccc2c(c1)OCCO2 | -1% | 10% | 4% | -1% | -46% | -1 | 35%[activator]
CCOc1ccc(NC(=O)Nc2cccn(Cc3ccccc3)c2=O)cc1 | -4% | -4% | nt | -3% | -18% | -84* | -18%
CSc1nc(N)nc2c1ncn2CC(=O)NCC1CCCO1 (centres undefined) | -5% | nt | nt | nt | -14% | 24 | -1%
Cc1c(F)cccc1NC(=O)CCCCCC1NC(=O)NC1C (centres undefined) | 0% | 3% | 8% | 8% | -4% | -71* | -7%
CCCc1c(C(=O)Nc2ccc(OC)cc2)cnn1-c1ccccc1 | 4% | 0% | 15% | 3% | 10% | -16 | 1%
C/C(=N/NC(=O)c1ccc2c(c1)OCO2)c1cccc([N+](=O)[O-])c1 | 2% | -11% | 2% | -8% | 46% | 39 | 9%
CC(C)(C)OC(=O)CNC(=O)c1[nH]cnc1C(=O)Nc1ccc(Cl)cc1 | -2% | 7% | 20% | 5% | 155%[activator] | -27 | 129%[activator]
CSC1=NCCN1C(=O)Cc1ccc(Cl)cc1 | 1% | -10% | 3% | 1% | -13% | 5 | -4%
CCOCCCNC(=O)CN1C(=O)COc2ccc(S(=O)(=O)N3CCCCCC3)cc21 | -5%&-7% | 1%&-12% | 6%&4% | 0% | 24% | ? | 13%
CN1C(=O)/C(=C/c2ccccc2OCc2cccc(F)c2)NC1=S | -12% | -15% | 6% | -2% | -17% | -14 | -5%
CC(=O)Oc1c(-c2ccc(Br)o2)oc2ccccc2c1=O | 5% | 5% | ? | -1% | -2% | 8 | 64%[activator]
CC1(C)Cc2c(C#N)c(SCC(=O)c3ccccc3)nc(N3CCOCC3)c2CO1 | ? | -14% | -14% | 1% | 11% | -2 | -16%
NC(N)=NN=C1CCC(c2ccccc2)CC1 (centres undefined) | 2% | -4% | -2% | -2% | -11% | -19 | 5%
Cc1ccc(S(=O)(=O)NN2C(=O)c3ccccc3NC2c2ccccc2O)cc1 (centres undefined) | 0% | 4% | 9% | -2% | -31% | -37 | 32%[activator]
Cc1ccc(NC(=O)N2CCC(n3c(C)nc4cccnc43)CC2)c(Cl)c1 | 0% | 0% | -1% | nt | nt | 1 | nt
O=C(NCCN1CCC(n2c(=O)[nH]c3ccccc32)CC1)c1ccc(F)cc1Cl | -1% | nt | nt | nt | nt | -7 | -3%
COc1ccc(C(=O)COC(=O)CCn2nnc(-c3cccc(O)c3OC)n2)cc1 | 4% | -2% | 4% | 5% | -23% | -34 | 2%
CC1CCN(c2ccc(-c3nc(C(C)C)no3)cc2[N+](=O)[O-])CC1 | 0% | -2% | -14% | nt | nt | 85 | nt
CC(O)COc1ccc(/C(=N/O)c2ccccc2)cc1 (centres undefined) | 3% | -13% | 0% | 1% | -26% | 17 | -2%
Cc1cccc(C)c1NC(=O)CN(C)C(=O)CC1CC2CCC1C2 (centres undefined) | -3% | 0% | 3% | nt | -4% | -10 | 16%[11.6 µM]
C[C@@H]1CN([C@H](C)CO)C(=O)CCCn2nncc2CO[C@H]1CN(C)Cc1cccc2c1OCCCO2 | 5% | nt | nt | nt | nt | 8 | 9%
CC(=O)C[C@H](O)CC(=O)[C@H]1OC(=O)CCCCCc2ccccc21 | -1% | nt | nt | nt | -9% | -16 | 8%
CCOc1ccccc1NC(=O)c1c(NC(=O)C(C)Oc2cccc(Cl)c2)sc2c1CCCCC2 (centres undefined) | 2% | 0% | -9% | nt | nt | -2 | nt
COC(=O)c1sccc1-n1cccc1C(=O)C(=O)Nc1ccc(F)cc1 | -1% | 5% | nt | 3% | -2% | 49 | -2%
Following part:
SMILES | TbPYK inhibitor | AmpC inh detg | Sm TGR block | LmPK inhibitor | AmpC no deterg | HCMV antiviral | AMA1 RON2 block
Cc1ccc(C(=O)NC(N(C)C)C(Cl)(Cl)Cl)cc1 (centres undefined) | -18% | 0% | ? | 4% | -21% | 20 | 3%
Nc1ccc(C(=O)NC23CC4CC(CC(C4)C2)C3)cc1 | -5% | 1% | -12% | -4% | -24% | 47 | -12%
Cc1ccc(C(=O)OCc2cn(-c3ccccc3)nn2)cc1 | -2% | ? | 2% | 13% | -10% | -33 | 1%
CC(=O)n1cc(C2CC(=O)OC3=C2CC(=O)C(C)(C)C3)c2ccccc21 (centres undefined) | 3% | nt | nt | nt | nt | 39 | -8%
COc1ccc(NC(=O)NC2(C)CCS(=O)(=O)C2)cc1 (centres undefined) | -5% | -9% | -2% | 0% | -9% | 10 | -7%
Cc1cc(C)c(S(=O)(=O)c2cccc(C)c2C)c(=O)[nH]1 | 3% | -9% | 0% | 0% | 1% | -8 | 1%
CCS(=O)(=O)c1ccc2c(c1)N(S(C)(=O)=O)CC(C(=O)NCCOC)O2 (centres undefined) | 0% | -5% | 1% | 3% | 40%[activator] | 9 | -6%
O=C(NNC(=O)c1cc2cc3ccccc3nc2s1)c1cccc(Cl)c1 | 0% | ? | 3% | 2% | ? | -13 | 0%
COC(=O)c1ccc(-n2c(C)cc(-c3csc(NC(=O)c4ccc(S(=O)(=O)N(C)C)cc4)n3)c2C)cc1 | -25% | -7% | -11% | 4% | -10% | -13 | 34%[activator]
COC(=O)c1c(C)[nH]c(C(=O)/C=C/c2ccccc2)c1C | -2% | -6% | 4% | 1% | -19% | -4 | -11%
CC(C(=O)NC1CCCC1)N(C(=O)Cn1nnc(-c2ccc(F)cc2)n1)c1ccccc1F (centres undefined) | -4% | -13% | -6% | 2% | 65%[activator] | -27 | -10%
COc1ccc(C(C)=O)cc1CSc1nc2ccccc2c(=O)n1-c1cccc(C)c1 | 1% | ? | -19% | 0% | -14% | -32 | -24%
